KDM5B inh – KDM5B demethylase inhibition | Q9UGL1 | 220,000 compounds, 2.6% hits | KDM5B demethylase, FDH-coupled NADH fluorescence (FDH is formaldehyde dehydrogenase) | Potency, µM (series often up to 57.7 µM), without a hit: at the top dose activity change, negative = inhibition, usual class: inhibitors; active = well fitted inhibition curve with a large enough effect; inconclusive = small, poorly fitted or top-dose-only effect; inactive = no such curve, though single readings can be large or run the other way; note: 0% is about no effect; nearly all actives have a fitted effect of over 70% in size
Target sequence (Q9UGL1 whole entry, looked up): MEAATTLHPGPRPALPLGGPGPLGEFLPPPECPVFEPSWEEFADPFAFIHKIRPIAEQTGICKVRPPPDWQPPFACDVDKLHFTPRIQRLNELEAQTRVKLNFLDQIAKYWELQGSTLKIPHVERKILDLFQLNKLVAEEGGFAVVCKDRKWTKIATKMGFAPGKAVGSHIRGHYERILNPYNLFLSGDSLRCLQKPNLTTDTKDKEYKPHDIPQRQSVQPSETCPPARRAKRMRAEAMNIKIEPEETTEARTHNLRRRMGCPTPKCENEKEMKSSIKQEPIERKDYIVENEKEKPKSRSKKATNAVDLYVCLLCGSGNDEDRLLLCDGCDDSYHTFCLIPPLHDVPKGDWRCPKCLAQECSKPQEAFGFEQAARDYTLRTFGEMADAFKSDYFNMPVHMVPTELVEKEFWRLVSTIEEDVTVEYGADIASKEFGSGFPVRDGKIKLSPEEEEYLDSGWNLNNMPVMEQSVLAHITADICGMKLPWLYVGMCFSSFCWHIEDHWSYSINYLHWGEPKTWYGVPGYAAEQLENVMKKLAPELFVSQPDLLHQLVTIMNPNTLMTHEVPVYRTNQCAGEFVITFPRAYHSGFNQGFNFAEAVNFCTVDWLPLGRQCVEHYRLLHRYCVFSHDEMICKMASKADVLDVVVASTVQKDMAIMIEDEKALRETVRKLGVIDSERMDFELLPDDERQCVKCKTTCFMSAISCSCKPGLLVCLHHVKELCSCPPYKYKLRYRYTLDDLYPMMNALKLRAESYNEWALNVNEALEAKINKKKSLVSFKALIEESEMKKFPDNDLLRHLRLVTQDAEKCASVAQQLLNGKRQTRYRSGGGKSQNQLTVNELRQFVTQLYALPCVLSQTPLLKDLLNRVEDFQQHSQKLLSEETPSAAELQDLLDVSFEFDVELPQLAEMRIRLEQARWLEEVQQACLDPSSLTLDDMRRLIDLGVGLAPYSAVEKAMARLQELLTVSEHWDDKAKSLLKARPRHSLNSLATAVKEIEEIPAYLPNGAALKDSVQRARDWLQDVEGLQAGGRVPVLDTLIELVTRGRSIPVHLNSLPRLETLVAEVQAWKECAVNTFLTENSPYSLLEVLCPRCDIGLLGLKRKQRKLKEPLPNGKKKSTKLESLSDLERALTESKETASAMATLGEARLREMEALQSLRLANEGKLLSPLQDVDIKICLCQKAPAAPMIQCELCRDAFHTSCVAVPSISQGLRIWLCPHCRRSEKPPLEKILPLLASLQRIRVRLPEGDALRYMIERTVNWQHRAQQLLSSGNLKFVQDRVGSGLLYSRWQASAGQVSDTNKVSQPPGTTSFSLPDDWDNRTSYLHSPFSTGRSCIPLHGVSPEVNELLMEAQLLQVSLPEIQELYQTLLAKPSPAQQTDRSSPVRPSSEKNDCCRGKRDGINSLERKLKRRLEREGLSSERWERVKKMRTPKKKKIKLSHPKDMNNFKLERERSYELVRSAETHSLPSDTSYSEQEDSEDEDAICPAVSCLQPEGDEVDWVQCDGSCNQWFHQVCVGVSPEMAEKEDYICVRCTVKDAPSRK
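Inhibition is measured as reduced NADH fluorescence generation from FDH coupling to formaldehyde release. Truncated KDM5BΔAP at 200 nM final acts on H3K4me3 peptide (12.5 µM in substrate mix) in pH 7.5 HEPES buffer with Tween-20, 30 min, room temperature.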
* = called active by the depositor; i = inactive; ? = inconclusive; & = joins results of further samples; [ ] = another dose, or the depositor's remark. Potency is the fitted concentration of half-maximal effect.

Start of the listing, in advance:
KDM5B inh,Compound
-5%,COc1ccc(N2C(=O)CN(Cc3ccc4c(c3)OCO4)[C@H]3CS(=O)(=O)C[C@H]32)cc1Cl
-19%,Cc1cc(C)c2c(CC(=O)N[C@@H]3CCOC[C@H]3Oc3ccccn3)coc2c1
35µM*,NC(=O)Cn1ccc2cc(OCC3CCN(C(=O)C4CCCC4)CC3)cnc21
-10%,NNc1ccccc1[N+](=O)[O-]
2%,COc1cccc(NC(=O)N(CCC(C)C)C2CCN(C(C)C)CC2)c1
-19%,CN1CCN(C2CCOC3(CCN(C(=O)CCc4ccccc4)CC3)C2)CC1 (stereo not drawn)
?,CCOc1ccc(C(=O)N2CCC(c3noc(-c4ccc(S(=O)(=O)N5CCCC5)cc4)n3)CC2)cc1

Main list, from the first entry:
KDM5B inh,Compound
-5%,COc1ccc(N2C(=O)CN(Cc3ccc4c(c3)OCO4)[C@H]3CS(=O)(=O)C[C@H]32)cc1Cl
-19%,Cc1cc(C)c2c(CC(=O)N[C@@H]3CCOC[C@H]3Oc3ccccn3)coc2c1
35µM*,NC(=O)Cn1ccc2cc(OCC3CCN(C(=O)C4CCCC4)CC3)cnc21
-10%,NNc1ccccc1[N+](=O)[O-]
2%,COc1cccc(NC(=O)N(CCC(C)C)C2CCN(C(C)C)CC2)c1
-19%,CN1CCN(C2CCOC3(CCN(C(=O)CCc4ccccc4)CC3)C2)CC1 (stereo not drawn)
?,CCOc1ccc(C(=O)N2CCC(c3noc(-c4ccc(S(=O)(=O)N5CCCC5)cc4)n3)CC2)cc1
25µM*,O=C(c1ccc2cc[nH]c2c1)N1CCN(Cc2cnc[nH]2)CC(O)C1 (stereo not drawn)
11%,O=C(NCCN1CCNC1=O)C1CCC(=O)N(Cc2ccccc2F)C1 (stereo not drawn)
-15%,Cc1ccsc1C(=O)NCCC1CCN(C(=O)Nc2cc(F)cc(F)c2)CC1
20%,COc1ccc(Cn2c(C3CCN(C(=O)c4ccccc4Cl)CC3)n[nH]c2=O)cc1
11%,CCN(CC)c1ccc2nnc(CCC(=O)N3CCOCC3)n2n1
-11%,Cn1cnc(S(=O)(=O)N2CCC(c3noc(-c4ccncc4)n3)C2)c1 (stereo not drawn)
?,O=C(O)c1ccc(N/N=C/C2=C(N3CCOCC3)C(=C\c3ccccc3)/CC2)cc1
-1%,CCn1nc(C(=O)N(C)C(c2ccccc2)c2ccccc2)c2ccccc2c1=O
-10%,O=C(Nc1ccc(OCc2cc(=O)n3c4c(sc3n2)CCCC4)cc1)c1cccc(F)c1
6%,CCc1ccc(CNC2CC2)cc1
?,O=Cc1cccc(-c2ccc(O)cc2)c1
7%,CC(=O)C1=C(OC(=O)c2ccc(C)cc2)c2ccccc2S(=O)(=O)N1C(C)C
-17%,COCCN1C(=O)c2ccccc2C(C(=O)NCCc2ccccc2)C12CCCCC2 (stereo not drawn)

Some of these compounds in order of number of heavy atoms, low to high.
KDM5B inh,Compound
11%,CCN(CC)c1ccc2nnc(CCC(=O)N3CCOCC3)n2n1
-1%,CCn1nc(C(=O)N(C)C(c2ccccc2)c2ccccc2)c2ccccc2c1=O
-17%,COCCN1C(=O)c2ccccc2C(C(=O)NCCc2ccccc2)C12CCCCC2 (stereo not drawn)

Following part
KDM5B inh,Compound
19%,O=C(Nc1ccc(C2(C(=O)N3CCN(c4ccccc4F)CC3)CCC2)cc1)C1CC1
?,O=C(CCC(=O)N1CC2CCCN2c2ccccc21)NCc1ccccc1Cl (stereo not drawn)
6%,COCCNC(=O)CSc1cc(C(=O)NC2CC2)c2ccccc2n1
14µM*,O=C(CC1CCCCC1)NCc1nnc2cc(-c3nc(C4CC4)no3)ccn12
30%,NC(=O)c1nc(CNC(=O)CC(c2ccccc2)c2ccc3c(c2)OCO3)no1 (stereo not drawn)
?,Cc1ccc(-c2ccnc(N(C)CC3CC(=O)N(C(C)(C)C)C3)n2)c(C)n1 (stereo not drawn)
?,CC(C)CCNC(=O)c1cc2n(n1)CC(c1ccc3c(c1)OCO3)OC2 (stereo not drawn)
-19%,COc1ccc(OC)c2[nH]c(C(=O)NCC(=O)NCC(=O)O)cc12
-18%,Cc1ccc(C)c(NC(=O)N2C[C@@H](F)C[C@H]2C(=O)N2CCc3ccccc3C2)c1
-14%,N#C/C(=C(/O)c1ccccc1)c1nc2ccccc2[nH]1
?,COc1ccc(C2=NO[C@@H]3[C@@H]4C[C@@H]([C@H]5C(=O)N(C)C(=O)[C@@H]45)[C@H]23)c(OC)c1
-16%,Cc1nn(-c2ccc(F)cc2)c(Oc2cccc(F)c2)c1CCC(=O)NC(C)C
21%,Cc1ccnc(NC(=O)CCS(=O)(=O)c2ccccc2)c1
2%,CCOc1ccccc1C(=O)NC1(C(F)(F)F)C(=O)Nc2c1c(=O)[nH]c(=O)n2-c1ccccc1 (stereo not drawn)
28µM*,CC(C)Cc1nc2nccc(-c3ccccc3)n2n1
?,CCOC(=O)c1cc(-c2ccccc2)n(CCC(=O)NCCc2ccc(C)cc2)c1C
8%,CNC(=O)N1CCC(C2CCN(C(=O)c3ccccc3C(F)(F)F)C2)CC1 (stereo not drawn)
-8%,CN1CCCCCCN(S(=O)(=O)N(C)C)CCC1=O
3%[115 µM],O=C1NCc2ccccc2CC12CCN(Cc1ccc(F)c(Cl)c1)CC2
17%,CCc1sc(C(=O)OC(C)C(=O)Nc2cc(C)no2)cc1C (stereo not drawn)
-13%,O=C(COc1ccccc1Cl)Nc1nc(-c2ccc(F)cc2)ns1
?,COc1cc(Nc2nc(SCC(=O)c3ccc(Br)cc3)nc3ccccc23)cc(OC)c1
10%,Cc1cc(C(=O)N/N=C/c2ccc(C(C)C)cc2)c2ccccc2n1
-17%,COC(=O)c1c(NC(=O)C2CCCCC2)sc(C(=O)N(C)C)c1C
9%,CCc1nc(C)c(C(=O)O)s1
5%,COc1cc(C(=O)OCCC(C)C)cc(OC)c1O
40µM*,CN(Cc1ccccc1)C(=O)c1ccc2c(c1)NC(C)(COc1ccccc1)CO2 (stereo not drawn)
?,CC(=O)c1ccc(NC(=O)COC(=O)c2cc(C)nc3ccccc23)cc1
-26%,COc1ccc(CNC(=O)CCCn2nc(C)n3c(cc4sccc43)c2=O)cc1
?,O=C(Nc1ccc2nc3n(c(=O)c2c1)CCCCC3)C(=O)Nc1ccccc1F
11%[86.2 µM],COCC(=O)NC[C@H]1Cn2c(-c3ccc4c(c3)OCCO4)cnc2CO1
-15%,Cc1ccc(/C=N/NC(=O)Cc2ccc(O)cc2)s1
-28%,Cc1nc(-c2ccc3c(c2)Cc2ccccc2-3)cs1
40µM*,CN1C[C@H](C(=O)N2CCN(c3ccccn3)CC2)C[C@H]1c1cccc(C(F)(F)F)c1
?,O=C1NC[C@@H](CCC(=O)N2CCOCC2)N2C[C@@H](NCc3ccc(F)cc3)C[C@@H]12
44%,COc1cc(OC)c(OC)cc1/C=N/Nc1ccc(Cl)nn1
20%,Cc1ccc2occ(CC(=O)N(Cc3ccc(C(C)C)cc3)C3CCS(=O)(=O)C3)c2c1 (stereo not drawn)
-14%,Cc1ccc(Nc2nc(NC3CCCCCC3)nc3c2cnn3-c2ccccc2)cc1
?,O=c1c(N2CCN(c3cccc(C(F)(F)F)c3)CC2)csc2ccccc12
5%[86.2 µM],CN(Cc1ccc(F)cc1)C(=O)c1ccc(F)cc1
?,CNC(=O)CNC(=O)c1cc(-c2cccs2)nc2ccccc12
?,Cc1ccc(CN(C)c2cc(C(=O)N3CCOCC3)c3ccccc3n2)cc1
-4%,C[N+](C)(C)CCOC(=O)CCC(=O)O
-32%,COc1ccc(-c2cc(N3CCCC(NC(=O)Cc4ccccc4)C3)n[nH]2)cc1 (stereo not drawn)
35%,Cc1n[nH]c(C)c1CN1CCc2nn(C)c(=O)n2CC1
-11%[86.2 µM],OC(c1nc(Nc2ccc(Cl)c(C(F)(F)F)c2)n[nH]1)C1CC1 (stereo not drawn)
?,Cc1ccc(-c2cc(O)c3c(c2)CNCCO3)s1
-18%,CNC(=O)CCn1ncc2cc(OCc3ccccc3-c3cc(F)ccc3OC(C)C)ccc21
10%,Cc1ccc(-c2nocc2CCC(=O)N2CCN(c3ccccc3F)CC2)cc1
-24%,COc1ccc(-c2nsc(NC(=O)C(C)Oc3ccc(Cl)c(C)c3)n2)cc1 (stereo not drawn)

(list continues)
KDM5B inh,Compound
-18%,COc1ccc(CCNc2ncnc3c2CN(C2CCCC2)C(=O)CN3C)cc1
17%,O=C(Cc1ccc(F)cc1)Nc1ccc(-c2nnc3n2CCCC3)cc1
-14%,Cc1cc(C)n(Cc2ccc(C(=O)N3CCCC(CO)CCNC(=O)CC3)o2)n1 (stereo not drawn)
6%,COc1cccc(-c2nc(SCc3cc(=O)n4cc(C)sc4n3)n[nH]2)c1
-30%,CCOC(=O)CSc1nc2c([nH]c3ccccc32)c(=O)n1-c1ccc(OC)cc1
-30%,CC(=O)N1CCN(C(=O)c2cccc(-c3ccco3)c2)CC(O)C1 (stereo not drawn)
9%,O=C(Nc1cc(Cl)ccc1Cl)c1cc(S(=O)(=O)N2CCc3ccccc3C2)ccc1F
?,O=C(O)c1cccc(-c2ccc(CNC3CCCC3)o2)c1
?,CN1NC2(CCCCC2)N(c2ccccc2)C1=S
-28%,Cc1cccc(N2CCN(CCCNC(=O)c3nnc(Cc4c(F)cccc4Cl)o3)CC2C)c1 (stereo not drawn)
-28%,COc1ccc(C(=O)N2CCC3(CC2)N=C(c2ccccc2)NO3)cc1F
-23%,CCC1=Nc2cc(C(=O)NCCCOC(C)C)ccc2Sc2ccc(C)cc21
-20%,COc1ccc2c(C)c(CC(=O)NCc3cccc(Cl)c3)c(=O)oc2c1C
27%,CC(=O)N1c2ccc(S(=O)(=O)NCCC(=O)N(C)Cc3ccco3)cc2CC1C (stereo not drawn)
?,CCC(=O)Nc1cccc(-c2nc3ccccc3o2)c1
-7%,COc1ccc2c(c1)CC(N1CCN(C)CC1)c1cc(OC)ccc1S2 (stereo not drawn)
-11%,CCc1ccc(-c2nc(SC(C(=O)N3CCCC3)c3ccccc3)n[nH]2)cc1 (stereo not drawn)
-5%,Cc1nc(C)c(CN(C)C2CCCN(CCc3ccccc3)C2)nc1C (stereo not drawn)
11%,Cc1ccc(NC(=O)COC(=O)c2cc(=O)[nH]c3ccccc23)cc1
?,COc1ccc2[nH]c(C(=O)N3CCN(Cc4ccccc4)CC3)cc2c1OC
10%,O=C(CSc1ncnc2sc3c(c12)CCC3)Nc1ncc(C(F)(F)F)cc1Cl
-10%,COc1ccc(C(=O)Nc2ccc3c(c2)CCCN3S(=O)(=O)c2ccc(C)cc2)c(OC)c1
4%&-27%,CCOC(=O)c1ccc(NC(=O)C2=C(C)Nc3nc(CCCO)nn3C2c2ccc(OC)cc2)cc1 (stereo not drawn)
-3%,Cc1nc2c(c(-c3ccc(Cl)cc3)n1)CN(C(=O)c1ccc3c(c1)OCO3)CC2
-24%,CN(C)C(CNC(=O)/C=C/c1ccccc1)c1ccsc1 (stereo not drawn)
-3%,COc1ccc(CCNC(=O)c2c(C)oc3nc(C)nc(N4CCOCC4)c23)cc1OC
-2%,COc1ccc(C(=O)NC(C(=O)NC(C)C(C)C)C2CCN(C(=O)c3ccc(C)cc3)CC2)cc1 (stereo not drawn)
i,COc1ccc(-c2ccc(C(=O)NC3CC(c4cc(=O)[nH]c(N)n4)C3)o2)cc1 (stereo not drawn)
14%,O=C(CN1C(=O)CCc2cc(S(=O)(=O)N3CCOCC3)ccc21)NCc1ccccc1Cl
35µM*,Cn1cc(-c2cnc3n[nH]c(-c4ccccc4)c3n2)cn1

Two entries from above, comma-delimited.
structure,KDM5B inh
O=C(CN1C(=O)CCc2cc(S(=O)(=O)N3CCOCC3)ccc21)NCc1ccccc1Cl,14%
CN(C)C(CNC(=O)/C=C/c1ccccc1)c1ccsc1 (stereo not drawn),-24%

The listing continues.
KDM5B inh,Compound
13µM*,CC1(C(=O)Nc2ccccc2)CN(Cc2ccccc2)Cc2ccc(N3CCOCC3)nc21 (stereo not drawn)
-14%,O=C(NCc1cccnc1)C1CCN(C(=O)c2cccc(C(F)(F)F)c2)CC1
-9%,CNc1ccc(Oc2ccccc2)cc1
i,COc1cc(/C=C/c2nc(C#N)c(NCCN3CCOCC3)o2)cc(OC)c1OC
?,Cc1nnc([C@H]2CCN(C3CCN(C)CC3)C2)o1
7%,Cn1nc(C(=O)Nc2ccccc2Br)c2ccccc2c1=O
?,CCC(C)NC(=O)Cn1c(=O)n(Cc2ccc(C(=O)NCCCOC)cc2)c(=O)c2ccccc21 (stereo not drawn)
4%,CCC1c2ccsc2CCN1C(=O)/C=C/c1cccc(C)c1 (stereo not drawn)
?,COc1cc(OC)c(NC(=O)Cc2ccc(-n3c(C)nc4cccnc43)cc2)cc1Cl
23%,COC(=O)[C@]12C[C@H](CC(=O)N3CCOCC3)C(=O)N(Cc3ccco3)C1=C[C@H](C(C)C)O[C@@H]2C1CC1

Reformatted field by field: entries from further up
> COC(=O)[C@]12C[C@H](CC(=O)N3CCOCC3)C(=O)N(Cc3ccco3)C1=C[C@H](C(C)C)O[C@@H]2C1CC1
  KDM5B inh: 23%
> CC1(C(=O)Nc2ccccc2)CN(Cc2ccccc2)Cc2ccc(N3CCOCC3)nc21 (stereo not drawn)
  KDM5B inh: 13µM*

(more compounds)
KDM5B inh,Compound
6%,CCc1ccc2[nH]c(C)c(CC(=O)NC(C)c3ccccc3)c2c1 (stereo not drawn)
2%,NS(=O)(=O)Cc1ccc(CNC(=O)c2cccc(F)c2)cc1
-6%,CCNC(=O)N1CCC(Oc2ncccc2C(=O)N2CCCCC2)C1 (stereo not drawn)
-5%,CC1CCCCN1CCNC(=O)CCc1nc2ccccc2[nH]1 (stereo not drawn)
4%[86.2 µM],CC(C)C1=NOC2(CCN(Cc3ccc(C(F)(F)F)cc3)CC2)C1

High-throughput results (PubChem)

This is a subset, so the mix of outcomes need not match the whole.
